ERa SRC1 pot: enhances coactivator binding to human estrogen receptor alpha | P03372 | TR-FRET ERalpha-LBD/SRC-Cy5 coactivator binding, 2 h; 100 = basal binding, no effect | coactivator binding (% of control), % at 25.6 µM | hit rate 1.3% among 86,000; in the data active means activity above about 200%;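 further: binding measured in presence of low estradiol as agonist stimulus; 0% = peptide alone without receptor and 100% = receptor with peptide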
HUVEC inhibit: blocks proliferation of human endothelial cells; HUVEC proliferation, CellTiter-Glo luminescence, 72 h; hits give low values; viability, % at 10 µM (by protocol); hit rate 1.1% among 86,000; AID 648;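 active means viability at or below 30%; inactive means viability above 30%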;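 further: 100% = median luminescence of DMSO-only cell control wells on each plate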
H69AR growth 86K: blocks growth of human H69AR lung tumor cells; H69AR lung tumor viability, ATP luminescence, 72 h; hits give low values; viability, % at 10 µM; hit rate 6% among 85,000;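 active means viability at or below 40%; inactive means viability above 40%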;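 further: multidrug resistant small cell line overexpressing MRP-1 efflux transporter; 100% = mean luminescence of untreated control wells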
ERa coact inh: ER-alpha (human) coactivator binding inhibition; P03372; TR-FRET ER-alpha LBD / SRC-1 peptide, estradiol-bound; inhibition, % at 25.6 µM; hit rate 1.7% among 86,000; AID 629; in the data active means inhibition above about 50%;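 further: 0% = receptor plus peptide control and 100% = peptide only without receptor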
CYP2C19 inh: blocks human cytochrome P450 2C19. P33261. CYP2C19 Supersomes, luciferin-H EGE luminescence, 30 min. inhibition, % at 5 µM. hit rate 21% among 96,000. AID 778;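 active means CYP2C19 inhibition above a set limit at 5 µM in the primary screen, cut at about 50% in these data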;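 further: plate controls were negative control wells for no effect and 2.5 mM tranylcypromine positive control for full effect; values of inactives mirror those of a sister screen read the other way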
Target sequence (P33261 whole entry, looked up): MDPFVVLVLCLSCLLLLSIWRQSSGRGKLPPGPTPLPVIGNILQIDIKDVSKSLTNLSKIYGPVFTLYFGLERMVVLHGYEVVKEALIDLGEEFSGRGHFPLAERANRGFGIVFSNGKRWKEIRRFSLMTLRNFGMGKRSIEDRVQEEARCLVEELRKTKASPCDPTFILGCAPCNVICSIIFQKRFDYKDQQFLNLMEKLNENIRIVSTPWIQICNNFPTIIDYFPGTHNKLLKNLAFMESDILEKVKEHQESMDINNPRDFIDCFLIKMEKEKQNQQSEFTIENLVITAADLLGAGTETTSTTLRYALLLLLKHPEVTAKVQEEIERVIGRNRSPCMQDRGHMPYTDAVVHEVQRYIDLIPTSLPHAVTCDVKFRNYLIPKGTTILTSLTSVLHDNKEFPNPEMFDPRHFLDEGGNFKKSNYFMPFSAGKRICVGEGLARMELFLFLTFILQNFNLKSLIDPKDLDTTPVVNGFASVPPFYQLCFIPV
CD11b adhes inh: CD11b/CD18-fibrinogen binding inhibition; hit rate 0.54% among 93,000; K562 CD11b/CD18 adhesion to fibrinogen, ATPlite luminescence; Mn2+ added to activate the integrin; inhibition, % at 10 µM; AID 1497;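 active means primary inhibition of 50% or more at 10 µM, then 40% or more on retest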; further: some results filed as inactive read as strong as hits
Lung fibro prol: blocks proliferation of human lung fibroblasts. hit rate 1.1% among 85,000. viability, % at 10 µM. LL 47 human lung fibroblast viability, ATP luminescence; hits give low values;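 active means viability at or below 50% in the single dose screen; inactive means viability above 50%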;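 further: compound exposure lasted 72 h before the ATP readout; 100% = median luminescence of untreated cell-only wells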
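Test system: LL 47 human lung fibroblasts / Quantity: 1,150 cells in each well / Medium: IMEM growth medium with 15% fetal bovine serum / Incubation: 72 h compound exposure at 37 °C after overnight plating / Detection: CellTiter-Glo luminescence measuring cellular ATP / Read-out: % viability versus median cells-only luminescence / Benchmarks: cell-only wells, no compound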
CYP2C19 activ: increases human CYP2C19 enzyme activity; P33261; activation factor at 5 µM; 96,000 tested, under 10 active; recombinant CYP2C19, luciferin-H EGE luminescence; hits give high values; 0 = fully inhibited enzyme, 1 = untreated enzyme;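 active means activation factor of at least 2 at 5 µM in the primary screen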;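 further: 0 = wells with 2.5 mM tranylcypromine and 1 = vehicle-only wells; values of inactives mirror those of a sister screen read the other way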
Mac1 fbg enh: CD11b/CD18-fibrinogen binding enhancement. P05107+P11215. hit rate 0.07% among 93,000. AID 1499. K562 CD11b/CD18 adhesion to fibrinogen, ATPlite luminescence. activation, % at 10 µM;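 active means 10 µM primary screen giving 50% or more activity, confirmed by 40% or more on retest at that dose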; further: strong numbers were not always called active; reference of the scale not given here
* hit, by the source's call; / = no result given; [ ] = dose if it differs, or a comment.

structure	ERa SRC1 pot	HUVEC inhibit	H69AR growth 86K	ERa coact inh	CYP2C19 inh	CD11b adhes inh	Lung fibro prol	CYP2C19 activ	Mac1 fbg enh
O=C(NCc1ccc2c(c1)OCO2)c1cnc2n(c1=O)CCS2	88	97	88	29	24	0	99	0.8	-3
CCOc1ccc(NC(=O)c2cccc3c2C(=O)N(CCOC)C3)cc1	92	96	91	-14	20	0	107	0.8	0
Cn1c(C2CCCN2C(=O)OC(C)(C)C)n[nH]c1=S (stereo not drawn)	111	96	1.8*	0	6	-18	92	0.9	-2
O=C(Nc1cccnc1)c1ccccc1-c1nc(-c2ccccc2F)no1	111	76	92	0[fluorescence artefact?]	21	-15	92	0.8	-4
Cc1cc[n+](-c2nc([O-])sc2/C=N/Nc2ccc([N+](=O)[O-])cc2)cc1	86[fluorescence artefact?]	99	106	17	19	-31	99	0.8	-1
Cc1ccc(NC(=S)NNC(=O)c2ccco2)cc1	/	/	/	/	9	-7	/	0.9	-4
COc1cc(NC(=O)c2ccc(Br)o2)c(C(=O)O)cc1OC	85[fluorescence artefact?]	89	83	2	-15	-11	104	1.1	6
CC(C(=O)N1CC2(C)CC1CC(C)(C)C2)N1C(=O)c2ccccc2C1=O (stereo not drawn)	103[fluorescence artefact?]	97	89	13	13	-4	101	0.9	2
Cc1nn(C(=O)c2ccco2)c(C)c1Sc1ccc([N+](=O)[O-])cc1	/	/	/	/	-12	-5	/	1.1	-1
c1cncc(-c2nnc(SCCSc3nnc(-c4cccnc4)o3)o2)c1	97	82	85	-7	/	/	99	/	/
O=C(O)c1ccc(CSc2nnnn2C2CCCCC2)cc1	114	94	86	1	-3	20	98	1	-2
Cc1cc(C)nc(SCC(=O)NC2=NC(=O)C(C)S2)n1 (stereo not drawn)	110	95	104	-43	-6	-6	107	1.1	-1
Clc1ccc(-c2ccc(/C=N/Nc3cc(N4CCOCC4)nc(N4CCOCC4)n3)o2)cc1	93[fluorescence artefact?]	13*	30*	-13	/	/	74	/	/
O=C(N1CCCCCC1)N1CCN(S(=O)(=O)N2CCOCC2)CC1	110	86	91	-7	10	-19	103	0.9	0
O=C/C(=C\Nc1ccc(Cl)cn1)c1nc2ccccc2o1	165[fluorescence artefact?]	80	93	54*[fluorescence artefact?]	/	/	105	/	/
CC1CCCc2sc3nc(NCc4ccco4)n4ncnc4c3c21 (stereo not drawn)	80	68	78	10	/	/	90	/	/
Cc1cccc(C)c1NC(=O)C1(N(Cc2ccco2)C(=O)CC2NC(=O)NC2=O)CCCCC1 (stereo not drawn)	111	89	93	-14	-5	-7	93	1.1	-5
COc1ccc(N(CC(=O)Nc2ccc3c(c2)OCO3)S(=O)(=O)c2c(C)nn(C)c2C)cc1	78	95	87	11	32	-11	93	0.7	0
O=c1[nH]c2cc3c(cc2cc1C(c1nnnn1Cc1ccccc1)N1CCCc2ccccc21)OCO3 (stereo not drawn)	151	53	21*	56*[fluorescence artefact?]	/	/	80	/	/
CCOC(=O)N1CCC(NC(=O)c2cnn3cccnc23)CC1	78	88	102	-7	-5	8	106	1	1

Overlap with the part before: 4 compounds; new compounds follow.
structure	ERa SRC1 pot	HUVEC inhibit	H69AR growth 86K	ERa coact inh	CYP2C19 inh	CD11b adhes inh	Lung fibro prol	CYP2C19 activ	Mac1 fbg enh
Cc1cccc(C)c1NC(=O)C1(N(Cc2ccco2)C(=O)CC2NC(=O)NC2=O)CCCCC1 (stereo not drawn)	111	89	93	-14	-5	-7	93	1.1	-5
COc1ccc(N(CC(=O)Nc2ccc3c(c2)OCO3)S(=O)(=O)c2c(C)nn(C)c2C)cc1	78	95	87	11	32	-11	93	0.7	0
O=c1[nH]c2cc3c(cc2cc1C(c1nnnn1Cc1ccccc1)N1CCCc2ccccc21)OCO3 (stereo not drawn)	151	53	21*	56*[fluorescence artefact?]	/	/	80	/	/
CCOC(=O)N1CCC(NC(=O)c2cnn3cccnc23)CC1	78	88	102	-7	-5	8	106	1	1
CSc1ccccc1C(=O)NCCCOC(C)C	116	102	99	-3	11	6	103	0.9	1
Cc1ccc2[nH]c3c(c2c1)CN(C(=O)CN1CCN(c2cccc(C)c2C)CC1)CC3	103[fluorescence artefact?]	69	42	-2	49	-3	106	0.5	3
NS(=O)(=O)c1cccn1-c1ncc(C(F)(F)F)cc1Cl	95	108	93	0	-4	0	120	1	-3
COc1cc(COc2ccc3c(C)c(Cc4ccccc4)c(=O)oc3c2)cc(OC)c1OC	/	/	/	/	36	-8	/	0.6	-1
CC(=O)Nc1ccc(C(=O)CS(=O)(=O)c2ccc(C)cc2)cc1	81[fluorescence artefact?]	96	86	44	41	-4	96	0.6	-1
COc1ccc(OC)c(NC(=O)CCN2CC(C)OC(C)C2)c1 (stereo not drawn)	131	94	69	-8	31	7	98	0.7	-2
COc1ccccc1CNC(=O)C1COc2ccccc2O1 (stereo not drawn)	113	105	100	-5	99*	-9	102	0	1
CC(C)C(NC(=O)c1ccccc1)C(=O)NCc1ccccn1 (stereo not drawn)	101	103	111	-1	14	-19	95	0.9	-2
CCC(=O)N1C(=O)CCN(C(C)=O)c2ccccc21	114	99	91	-3	/	/	100	/	/
Cc1nnc(SCCC(=O)Nc2nc(-c3ccccc3)ns2)s1	115	81	62	-23	53*	49	96	0.5	-1
COc1ccc2c(c1)c(=O)oc1cc(OCC(=O)NC3CC3)ccc12	196[fluorescence artefact?]	91	36*	44[fluorescence artefact?]	60*	-3	75	0.4	5
CCn1c(SCc2nc3sc(C(=O)O)c(C)c3c(=O)[nH]2)nc2ccccc21	/	/	/	/	2	-3	/	1	-2
COc1ccc(Nc2nc(N)nc(CN3CCOCC3)n2)cc1	68	99	86	-2	3	5	106	1	-5
Cc1[nH]c2ccccc2c(=O)c1SC(F)(F)C(F)C(F)(F)F (stereo not drawn)	78[fluorescence artefact?]	80	81	31	58*	/	87	0.4	/
O=C1CC(C(=O)Nc2nccs2)C(c2ccccc2)O1 (stereo not drawn)	96	94	89	-2	87*	-1	92	0.1	-2
COCCN(C(C)=O)c1nnc(-c2ccccn2)s1	114	99	101	-9	/	/	100	/	/
CC(C(=O)N1CCOCC1)N1C(=O)c2ccccc2C1=O (stereo not drawn)	120	32	106	-9	-22	5	95	1.2	-5
CCN1C(=O)CSc2ccc(C(=O)NCc3ccco3)cc21	108	102	71	-3	8	-6	104	0.9	-3
Cc1ccc(OCCN2CCN(C(=O)CCC(=O)Nc3nnc(C(C)C)s3)CC2)cc1	112	94	92	-10	15	11	95	0.8	-2
COc1ccc(N(C)S(=O)(=O)c2cccc(C(=O)NCC3CCCO3)c2)cc1 (stereo not drawn)	/	/	/	/	41	2	/	0.6	6

Profiles from above:
Listed for CC(C(=O)N1CCOCC1)N1C(=O)c2ccccc2C1=O (stereo not drawn) → ERa SRC1 pot = 120; HUVEC inhibit = 32; H69AR growth 86K = 106; ERa coact inh = -9; CYP2C19 inh = -22; CD11b adhes inh = 5; Lung fibro prol = 95; CYP2C19 activ = 1.2; Mac1 fbg enh = -5
Listed for Cc1nnc(SCCC(=O)Nc2nc(-c3ccccc3)ns2)s1 → ERa SRC1 pot = 115; HUVEC inhibit = 81; H69AR growth 86K = 62; ERa coact inh = -23; CYP2C19 inh = 53*; CD11b adhes inh = 49; Lung fibro prol = 96; CYP2C19 activ = 0.5; Mac1 fbg enh = -1

Later entries
SMILES	ERa SRC1 pot	HUVEC inhibit	H69AR growth 86K	ERa coact inh	CYP2C19 inh	CD11b adhes inh	Lung fibro prol	CYP2C19 activ	Mac1 fbg enh
Cc1nn(Cc2ccccc2)c(C)c1CCC(=O)O	123	96	99	-26	5	-39	97	1	-4
Cn1c(C(=O)N2CCN(C(=O)c3ccco3)CC2)cc2c(=O)n3ccccc3nc21	110	98	83	-16	40	-29	101	0.6	1
CCOC(=O)c1sc(NS(=O)(=O)c2ccccc2)nc1C	109	83	101	0	28	/	101	0.7	/
CCCC(=O)N(c1ccc(OC)cc1)C1C=CS(=O)(=O)C1 (stereo not drawn)	/	/	/	/	17	-26	/	0.8	1
CCOC(=O)C(C)n1cnc2c(cnn2-c2ccc(Cl)cc2)c1=O (stereo not drawn)	126	100	86	-1	18	-12	102	0.8	5
CCCCNC(=O)C1CC(=O)N(CCC(C)C)C1 (stereo not drawn)	86[fluorescence artefact?]	101	85	-8	0	-12	97	1	-1
COc1ccc(C2CC(=O)N3CN(c4ccc(C)c(Cl)c4)CSC3=C2C#N)cc1 (stereo not drawn)	107	94	93	-1	77*	-2	93	0.2	3
NS(=O)(=O)c1ccc(NC(=O)CCc2ccccc2)cc1	138	82	92	-10	1	-18	95	1	-3
COc1ccccc1C1=NOC(Cn2c(=O)c3c(ncn3C)n(C)c2=O)C1 (stereo not drawn)	115[fluorescence artefact?]	93	84	-4	26	-2	100	0.7	-3
Cc1cccc(Cn2cnc3ccccc32)c1	92	96	102	20	84*	-32	96	0.2	-4
Nc1cc(=O)[nH]c(SCC(=O)Nc2ccc(F)c(Cl)c2)n1	105	98	107	-7	20	-16	101	0.8	-3
CCOC(=O)c1nn(-c2ccccc2)c(=O)cc1SC(C)C	/	/	/	/	2	1	/	1	-7
CCCSC1=C(C#N)C(c2ccc(O)c(OC)c2)CC(=O)N1 (stereo not drawn)	82	91	95	0	45	0	95	0.6	2
Cc1ccc(NC(=O)COc2ccc(/C=C3/SC(=Nc4ccccc4)N(Cc4cccnc4)C3=O)cc2)cc1	/	/	/	/	3	-3	/	1	60
CCS(=O)(=O)N1CCN(C(=O)CCC2CCCC2)CC1	122	105	107	-19	/	/	97	/	/
Cc1cc(C)nc(Nc2ncc(O)n2-c2ccc(C)c(C)c2)n1	97	86	90	1	13	-7	99	0.9	-1
CC(C)N1C(=O)CC2(CC[N+](C)(CCOC(=O)C(c3ccccc3)c3ccccc3)CC2)C1=O (stereo not drawn)	/	/	/	/	11	13	/	0.9	11
CCn1c(SC(C)C)nnc1-c1c[nH]c2ccccc12	91	89	77	7	81*	-1	96	0.2	-1
O=C(Nc1cccnc1)C(Cc1ccccc1)n1cccc1 (stereo not drawn)	100	95	92	-8	30	-12	100	0.7	-2
O=C(Nc1ccccc1-c1nc2ccccc2s1)c1ccc(Br)o1	143	47	15*	12	1	-10	96	1	8
S=C1NCCc2ccc(Cl)cc2C1c1ccccc1 (stereo not drawn)	73	110	87	1	/	/	102	/	/
O=C(COc1ccccc1)NCCn1ccc2ccccc21	106	86	98	-9	/	/	99	/	/

Bioassay records deposited in PubChem by several laboratories.
